bCat nuc transl = alters nuclear translocation of beta-catenin in HeLa cells. immunofluorescence imaging. nuclear translocation activity, % at 5 µM. hit rate 0.3% among 190,000;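 active means nuclear translocation activity above 50% at 5 µM, with a well cell count of 50 or more; inconclusive means wells under 50 cells across six images, flagged as toxic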;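 further: per-cell ratio of nuclear to cytoplasmic median beta-catenin stain intensity; plate controls were DMSO negative control for no effect and GSK-3 inhibitor IX positive control for full effect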
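Test system: human HeLa cell line; Doses: 5 µM primary, 0.02–20 µM confirmation; Incubation: 24 h compound exposure, 37°C; Detection: beta-catenin immunofluorescence imaging with DAPI; Read-out: beta-catenin nuclear/cytoplasmic ratio, % activation.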
Insulin prom up = MIN6 insulin promoter up-regulation | MIN6 insulin promoter-GFP reporter, high-content imaging; stronger effect = higher value | z-score at 5 µM | hit rate 0.3% among 190,000 | AID 1625;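 active means z-score above 3 at 5 µM with at least 500 cells counted in the well; inconclusive means wells under 500 cells, flagged as cytotoxic or low count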
M1AAP inhibition = malaria alanyl aminopeptidase activity blockers – biochemical, fluorogenic H-Leu-NHMec substrate, 1536-well (AID 1445) | recombinant M1AAP, H-Leu-NHMec fluorogenic kinetic assay; higher % means a stronger effect | inhibition, % at 30 µM, or IC50 in µM where a hit was titrated | hit rate 0.42% among 220,000;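 active means primary inhibition above the hit cutoff, then over 50% inhibition at one or more dose response concentrations, cut at about 23% in these data, passing the limit was not always enough; inconclusive means conflicting primary data, or primary hits not chosen for dose response; inactive means low primary inhibition, or under 50% at every dose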;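 further: plate controls were DMSO full reaction for no effect and no enzyme background for full effect; strong numbers were not always called active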
MT stabilizer = stabilizes microtubules in HeLa cells. HeLa tubulin immunostaining HCS, 24 h; share of cells brighter than vehicle mean+2SD. % tubulin-high responders, % at 10 µM. hit rate 0.83% among 200,000;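 active means plate Z-score above 3 for both tubulin-high and condensed-nucleus cell shares, with cell loss under 80%, at 10 µM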;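 further: anti alpha tubulin signal scored within the nucleus-defined area of each cell; some results filed as inactive read as strong as hits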
Dynein cargo inh = dynein cargo transport inhibition; 3617.4 mouse cells, GR-EGFP nuclear translocation imaging; test concentration mostly 20 µM; stimulated with dexamethasone, 1 µM; stronger effect = lower value; z-score, hits read low; hit rate 0.47% among 220,000; AID 1381;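 active means plate z-score of nuclear minus cytoplasmic receptor signal below a set negative limit, without overly bright fluorescence or cell loss, cut at about -3.5 in these data, passing the limit was not always enough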;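 further: z-score of nuclear minus cytoplasmic ring GR-EGFP intensity difference per well; some compounds called inactive have numbers as strong as hits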
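Buffer or medium: tet-free, stripped-serum medium; Also added: dexamethasone, 1.0 µM final; Technique: high-content fluorescence imaging after fixation; Times: 48 h induction, 1 h compound, 30 min dex at 37 °C; Read-out: per-cell GR-EGFP intensity, nucleus versus surrounding cytoplasmic ring, well-averaged.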
P. falciparum M17LAP = P. falciparum M17LAP inhibitors, primary screen, biochemical, fluorogenic H-Leu-NHMec substrate, 1536-well (AID 1619); recombinant M17LAP, H-Leu-NHMec fluorogenic kinetic assay; higher % means a stronger effect; inhibition, % at 30 µM, or IC50 in µM where a hit was titrated; hit rate 0.38% among 220,000;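 active means compound inhibiting the enzyme by more than half at any dose during confirmatory dose-response retesting; inconclusive means strong single-dose inhibitors picked by rank but not retested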;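 further: plate controls were full reaction with DMSO carrier for no effect and no enzyme background for full effect; strong numbers were not always called active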
K1F lysis inhibition = inhibition of K1F phage lysis, E. coli UTI89, bacterial capsule biogenesis inhibitors, alamar blue (AID 488966); E. coli UTI89 K1F phage lysis, alamar blue, 2 h; higher % means a stronger effect; inhibition, % at 100 µM; hits with a dose series show IC50 in µM; hit rate 0.02% among 340,000;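 active means phage lysis inhibition, versus mean bacterial control, above a set limit; inconclusive means no clear call, values can overlap the other calls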;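 further: capsule biogenesis inhibitors block K1F phage lysis so surviving cells raise fluorescence; higher fluorescence means more inhibition of phage lysis; actives were called in the ten point dose series up to 300 µM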
Autophagy HCS = autophagy modulation, high-content screen; hit rate 0.98% among 190,000; MEF GFP-LC3 puncta imaging; test concentration mostly 10 µM; calls only at 10 µM (by protocol); AID 463193;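 active means percentage of spot-positive cells more than 3 SD above its plate mean, without a fluorescence outlier flag or 80% toxicity; inconclusive means no clear call, values can overlap the other calls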;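 further: spot-positive cell cutoff set from DMSO-treated cells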
ER stress rescue = rescue of cells from ER stress-induced death, primary screen, 384-well, CSM14.1, thapsigargin, ATP luminescence (AID 1222); CSM14.1 thapsigargin-induced death rescue, ATP luminescence; higher % means a stronger effect; one-dose cellular ATP content (survival), % at 20 µM; EC50 in µM for titrated hits; 190,000 tested, under 10 active;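 active means EC50 below 50 µM in the dose-response confirmation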;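 further: death triggered by thapsigargin at about 15 µM added after 2 h compound pretreatment; cell ATP read after overnight thapsigargin exposure of roughly 18 to 22 hours; normalized against plate controls of thapsigargin alone and 5% DMSO vehicle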
Dynein cargo inh cytoplasmic EGFP = recorded beside Dynein cargo inh, whose call it bears; z-score; measured here: cytoplasmic GR-EGFP intensity; stronger effect = higher value
Dynein cargo inh nuclear GR-EGFP = recorded beside Dynein cargo inh, whose call it bears; z-score; measured here: nuclear GR-EGFP intensity;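 lower value marks the stronger effect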
Dynein cargo inh cell count = also measured in Dynein cargo inh; calls as there; z-score; measured here: cell count per field
Insulin prom up cell count = also measured in Insulin prom up; calls as there; cell count; measured here: cytotoxicity, nuclei count;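 total cells summed across four imaged fields per well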
bCat nuc transl cell count 5 µM = recorded beside bCat nuc transl, whose call it bears; cell count; measured here: cell count, cytotoxicity flag
MT stabilizer Hoechst-high % = further read-out of MT stabilizer, marked with its call; % Hoechst-high responders; measured here: nuclear condensation Hoechst responders;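 share of cells brighter than vehicle mean plus two SD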
MT stabilizer cytotoxicity % = recorded beside MT stabilizer, whose call it bears; toxicity, %; measured here: cytotoxicity by cell density;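 0% = mean cell density of plate MIN control wells and 100% = no cells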
Autophagy HCS cell loss 18 h = recorded beside Autophagy HCS, whose call it bears; toxicity, %; measured here: cell loss, nuclei count;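 cell loss after 18 h compound exposure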
* hit, by the source's call; i = inactive; ? = inconclusive; / = not tested or not shown; [ ] = remark or other dose.

SMILES	bCat nuc transl	bCat nuc transl cell count 5 µM	Insulin prom up	Insulin prom up cell count	M1AAP inhibition	MT stabilizer	MT stabilizer Hoechst-high %	MT stabilizer cytotoxicity %	Dynein cargo inh	Dynein cargo inh cytoplasmic EGFP	Dynein cargo inh nuclear GR-EGFP	Dynein cargo inh cell count	P. falciparum M17LAP	K1F lysis inhibition	Autophagy HCS	Autophagy HCS cell loss 18 h	ER stress rescue
CCOC(=O)c1cnn(-c2ccccc2)c1NC(=O)c1ccccc1	1.0	1201	0.54	1115	3.2%	1.9	2.6	0.1	0.716	-0.255	0.575	1.18	1.0%	0.1%	i	12.7	-0.6%
CCOC(=O)c1cnc(-n2nc(C)cc2C)nc1Nc1ccc(C)cc1	1.7	1159	-3.39	1300	-1.8%	3.2	1.9	6.3	-0.293	-0.177	0.41	0.702	8.0%	0.9%	i	15.4	-0.5%
Cc1ccc(N2C(=O)C(Cl)=C(N3CCOCC3)C2=O)cc1Cl	-3.3	1024	0.21	1339	9.6%	2.2	2.7	7.3	-1.23	-0.118	-0.616	0.26	-9.3%	-0.1%[50 µM]	i	-6.6	2.2%
Cc1ccccc1NC1=NC(=S)N(c2ccccc2)C12CCCCC2	/	/	-0.41	1256	-8.7%	2.9	3.6	9.5	-0.737	-0.313	-0.769	0.989	-5.4%	6.8%	i	1.1	-1.1%
Cc1sc2nc(CN3CCCCC3)nc(N3CCN(C(=O)c4ccco4)CC3)c2c1C	1.4	1118	-0.57	1104	0.9%	2.5	1.7	3.3	-0.132	-0.255	0.0551	0.564	-1.3%	-0.2%	i	-13.9	/
Cc1cccc(-c2nnn(C/C(N)=N/O)n2)c1	0.3	1530	0.73	1624	-0.5%	2.5	1.2	6.4	-0.195	-0.181	-0.339	0.842	27.7%	0.0%	i	-2.4	2.1%
CC1CN(Cc2cc(=O)[nH]c(C3CC3)n2)CC(C)O1 (stereo unspecified)	0.1	1048	-3.69	532	5.1%	1.7	1.1	3.2	-0.416	-0.207	-0.486	0.733	-1.8%	0.2%	i	2.5	0.2%
Cc1ccc(NC(=O)C(OC(=O)c2ccc(C=O)cc2)c2ccccc2)cc1Cl (stereo unspecified)	3.3	993	-0.31	1073	?	5.7	3.6	7.4	0.483	-0.163	0.498	-0.177	7.5%	0.0%	i	8.8	2.0%
O=C(NC(=S)Nc1ccccc1N1CCOCC1)c1ccco1	-3.2	1236	0.59	1566	1.8%	2.8	2.5	10.2	0.434	-0.241	0.143	0.548	9.4%	1.9%[50 µM]	i	25.1	-1.2%
CCCS(=O)(=O)c1c(S(=O)(=O)CCC)c2cnccn2c1C(=O)c1ccc(Cl)cc1	/	/	1.65	844	5.4%	0.4	1.3	9.2	0.413	-0.266	0.207	0.000664	-2.7%	0.6%	i	-1.9	-0.2%
COc1cc(/C=C/C(=O)OCc2c(C)noc2C)ccc1OC(F)F	-0.7	1094	1.42	1007	-1.9%	4.9	2.7	6.1	-0.0264	-0.326	0.263	0.575	2.8%	0.0%	i	-0.7	/
Cc1ccc2c(CC(=O)OCn3nnc4ccccc4c3=O)coc2c1	-3.0	1122	0.82	1291	0.9%	2.4	1.4	14.8	-1.68	-0.247	-0.726	0.928	15.5%	-0.2%	i	12.4	1.5%
c1ccc(OCc2nnc3sc(C4COc5ccccc5O4)nn23)cc1 (stereo unspecified)	-1.8	1127	0.4	919	7.0%	1.7	5.2	7.0	-0.511	-0.235	-0.212	0.639	8.5%	6.2%	i	4.4	-0.9%
CC(=O)Nc1ccc(N2CCOCC2)c(C(=O)Nc2cccc(C)c2)c1	-0.3	594	0.13	1208	7.1%	4.2	2.5	5.6	0.64	-0.221	-0.287	0.627	-3.1%	4.0%	i	-0.5	-2.2%
CC1CCC/C(=C\Nc2ccc(O)cc2)C1=O (stereo unspecified)	-1.7	841	0.6	1108	?	7.9	1.7	0.2	0.0411	-0.392	0.181	0.356	-2.5%	2.2%	i	3.7	0.4%
Cc1ccccc1NC(=O)C1CC(=O)N(c2ccccc2F)C1 (stereo unspecified)	0.3	1022	/	/	7.4%	3.1	2.5	4.4	-0.224	-0.234	-0.248	0.817	11.4%	0.3%[50 µM]	i	-3.4	-2.1%
COc1ccc(Nc2ncc3c(n2)CC(c2ccccc2)CC3=O)cc1 (stereo unspecified)	-5.4	1021	-1.84	1181	3.7%	2.8	2.0	1.1	0.804	-0.192	0.743	0.115	-8.3%	4.4%	i	1.6	1.1%
COc1ccccc1Nc1nnc(SCc2nnc(-c3cc(OC)c(OC)c(OC)c3)o2)s1	/	/	-0.66	1425	-2.8%	3.8	3.3	5.1	0.508	-0.176	0.0379	-1.42	18.2%	6.4%	i	10.8	-2.2%
CC1CC(C)CN(C(=O)Nc2ccc(Br)cc2)C1 (stereo unspecified)	0.2	1480	0.45	1450	8.5%	5.4	3.3	6.3	0.801	-0.351	0.233	-0.643	5.6%	1.6%	i	4.6	-1.1%
O=C(CSc1nnc(-c2ccc(F)cc2)o1)Nc1ccc(S(=O)(=O)N2CCCCCC2)cc1	2.6	1167	-0.62	1071	3.6%	2.5	2.1	7.6	-0.37	-0.143	-0.00592	0.307	5.7%	-0.1%	i	3.5	-0.2%
Cn1nc(C(=O)Nc2cccnc2)c2ccccc2c1=O	-0.8	1083	0.19	1291	1.9%	3.0	2.2	3.6	-0.643	-0.272	-0.527	0.515	4.3%	0.2%	i	1.5	1.9%
N#Cc1nc(-c2cccs2)oc1NCc1ccccc1Cl	/	/	/	/	11.1%	4.6	2.9	7.6	-0.152	-0.343	0.263	0.07	10.8%	0.2%	i	2.8	-2.1%
CC(C)CC(=O)Nc1nc2ccc(S(=O)(=O)N3CCOCC3)cc2s1	2.3	1397	-0.53	1400	5.9%	49.2*	29.1*	33.7*	0.703	-0.286	0.471	-0.116	-2.0%	0.0%	i	-24.0	-1.6%
O=C(CSc1nc2ccccc2[nH]1)N1c2ccccc2Sc2ccccc21	0.4	1078	-0.61	1384	2.9%	1.8	2.6	5.1	-0.583	-0.315	-0.427	0.523	6.5%	0.9%[50 µM]	i	-8.2	-1.1%
O=C(Nc1ccccc1)N1CC=C(c2ccccc2)CC1	1.3	1061	-0.82	1283	-1.6%	4.4	2.3	5.4	0.142	0.288	0.464	-0.614	-5.8%	/	i	26.7	-0.9%
More results follow.
SMILES	bCat nuc transl	bCat nuc transl cell count 5 µM	Insulin prom up	Insulin prom up cell count	M1AAP inhibition	MT stabilizer	MT stabilizer Hoechst-high %	MT stabilizer cytotoxicity %	Dynein cargo inh	Dynein cargo inh cytoplasmic EGFP	Dynein cargo inh nuclear GR-EGFP	Dynein cargo inh cell count	P. falciparum M17LAP	K1F lysis inhibition	Autophagy HCS	Autophagy HCS cell loss 18 h	ER stress rescue
Cn1c2ccccc2c(=O)c2c(=O)n(-c3ccccc3)c(-c3ccc(C(C)(C)C)cc3)nc21	5.8	999	-0.77	1169	-0.8%	/	/	/	0.286	-0.242	0.0515	0.362	-5.7%	13.9%	/	/	/
CCSc1nnc(NC(=O)c2cc3c(s2)CCCC3)s1	-0.3	1111	0.28	1133	-5.8%	2.6	2.3	3.9	-1.28	-0.22	-0.022	0.657	2.8%	-3.1%	i	-10.4	-1.8%
CN(C)C(=O)[C@@H]1C[C@H]1[C@@H](NC(=O)OCc1ccccc1)c1ccccc1	0.2	573	0.56	1194	12.4%	5.2	2.3	3.2	-0.761	-0.275	-0.0726	0.925	12.9%	-0.1%	i	17.5	-3.8%
CC(C)CN1CCN(C2CCN(C(C)C)CC2)C(CCO)C1 (stereo unspecified)	-2.1	1166	-0.38	1285	6.8%	1.9	1.2	3.8	1.63	-0.178	0.97	-1.11	0.8%	/	i	-23.1	-0.9%
COCCNC(=S)NNC(=O)c1ccco1	/	/	-2.14	909	1.4%	2.1	2.9	8.4	0.0275	-0.0706	0.0668	0.875	-2.2%	-2.4%	i	2.5	0.3%
COC(=O)c1ccccc1NC(=O)c1ccc2nccnc2c1	-1.3	1067	0.33	1465	2.5%	3.9	2.3	8.8	-0.659	-0.156	-0.324	0.209	15.1%	0.1%	i	-8.1	-0.4%
Cc1ccc(-c2nnn(CC(=O)N3CCCCC3)n2)o1	0.2	1068	0.6	1196	5.4%	3.1	2.4	14.9	0.0852	-0.236	-0.205	0.605	17.3%	0.7%	i	-8.4	0.2%
CCOC(=O)N1CCN(C(=O)COc2ccc(S(=O)(=O)NCc3ccccc3)cc2)CC1	5.0	1401	-0.05	1328	4.8%	2.9	1.8	3.8	0.317	-0.23	1	0.464	-2.6%	0.1%	i	-27.5	-1.4%
CCCc1[nH][nH]c(=O)c1C(c1ccccc1)C(C#N)C#N (stereo unspecified)	/	/	-0.59	1185	6.1%	1.6	1.0	5.2	0.791	-0.178	0.587	-0.0369	54.6%	0.4%	i	3.4	-3.1%
CCOC(=O)C(NC(C)=O)(Nc1cccc(F)c1)C(F)(F)F (stereo unspecified)	-3.1	1124	0.9	837	7.4%	2.7	1.1	3.8	1.74	-0.209	0.336	-0.656	-1.2%	1.8%	i	27.9	-2.6%
Cc1ccc2nc(-c3ccc(NC(=O)CCS(=O)(=O)c4ccccc4)cc3)sc2c1	3.4	1020	0.7	1337	1.3%	1.9	1.9	4.7	-0.474	-0.138	-0.173	0.44	2.6%	0.0%	i	18.1	-4.1%
COc1ccc2nc3cc(Cl)ccc3c(Nc3cc(C(C)C)c(O)cc3C)c2c1	1.0	1342	/	/	2.7%	/	/	/	0.122	-0.259	-0.0757	0.416	-7.7%	0.4%	/	/	/

Compound activity (PubChem BioAssay)
